Mtb UGM inh: M. tuberculosis UGM enzyme inhibitors, primary screen, biochemical, fluorescence polarization, single point. inhibition, % at 10 µM. 0.06% of 320,000 active. purified UGM, fluorescence polarization probe displacement. UDP-galactopyranose mutase (Mycobacterium tuberculosis (strain ATCC 25618 / H37Rv)), …. AID 504406, 2011; in the data active = inhibition above about 10%, passing the limit was not always enough
Target sequence (P9WIQ1 whole entry, looked up): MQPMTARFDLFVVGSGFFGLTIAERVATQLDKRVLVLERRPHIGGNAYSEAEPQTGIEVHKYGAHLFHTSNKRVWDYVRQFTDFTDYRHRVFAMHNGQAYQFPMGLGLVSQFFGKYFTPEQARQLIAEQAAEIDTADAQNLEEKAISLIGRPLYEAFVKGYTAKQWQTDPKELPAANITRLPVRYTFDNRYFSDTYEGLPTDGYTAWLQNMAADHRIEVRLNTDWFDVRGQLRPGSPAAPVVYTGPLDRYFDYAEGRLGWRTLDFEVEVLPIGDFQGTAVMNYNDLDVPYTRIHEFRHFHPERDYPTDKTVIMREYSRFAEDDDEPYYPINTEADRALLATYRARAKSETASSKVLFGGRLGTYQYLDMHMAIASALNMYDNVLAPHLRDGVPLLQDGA
PriA SSB inh: inhibitors of Klebsiella pneumoniae PriA binding to SSB C-terminal tail, primary screen, biochemical, AlphaScreen; AlphaScreen SSBct-PriA binding, biotinylated peptide; inhibition, % at 33 µM; 0.6% of 430,000 active; in the data active = inhibition mostly above about 37%, no sharp cut-off; inactive = mostly below about 20%;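 also: plate controls were negative control peptide for no effect and reference peptide for full effect; strong numbers were not always called active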
DUSP3 inh: VHR1 phosphatase inhibitors, primary screen, biochemical, absorbance, uHTS. recombinant VHR phosphatase, pNPP absorbance. Dual specificity protein phosphatase 3 (Homo sapiens), P51452. inhibition, % at 13.3 µM. 0.52% of 290,000 active. AID 1654, 2009; in the data active = inhibition above about 50%; also: some compounds called inactive have numbers as strong as hits
Target sequence (P51452 whole entry, looked up): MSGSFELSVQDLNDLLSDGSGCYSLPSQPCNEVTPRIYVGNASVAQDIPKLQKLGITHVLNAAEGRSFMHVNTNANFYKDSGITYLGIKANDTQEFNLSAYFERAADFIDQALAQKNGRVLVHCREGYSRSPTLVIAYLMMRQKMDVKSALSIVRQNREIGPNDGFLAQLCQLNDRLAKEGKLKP
Mtb FBA inh: Mtb FBA enzyme inhibitors, primary screen, biochemical, fluorescence, strain H37Rv; Fructose-bisphosphate aldolase (Mycobacterium tuberculosis (strain ATCC 25618 / H37Rv)), …; purified M. tuberculosis FBA, fluorescence read-out; inhibition, % at 1 µM; 2.3% of 360,000 active; in the data active = inhibition above about 27%;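 also: 0% = vehicle and 100% = reference inhibitor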
Target sequence (P9WQA3 whole entry, looked up): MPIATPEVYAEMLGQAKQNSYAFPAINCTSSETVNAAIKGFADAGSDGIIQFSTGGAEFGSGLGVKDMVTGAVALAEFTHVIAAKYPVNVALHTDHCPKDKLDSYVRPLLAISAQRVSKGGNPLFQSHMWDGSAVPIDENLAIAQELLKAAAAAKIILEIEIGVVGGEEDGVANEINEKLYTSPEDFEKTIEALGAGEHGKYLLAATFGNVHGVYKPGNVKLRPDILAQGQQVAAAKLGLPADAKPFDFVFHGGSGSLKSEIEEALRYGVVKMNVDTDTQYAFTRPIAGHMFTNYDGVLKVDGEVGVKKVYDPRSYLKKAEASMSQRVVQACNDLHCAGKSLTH
3CLpro inhibitor: SARS-CoV 3CLpro protease inhibitors, primary screen, biochemical, quenched FRET | Replicase polyprotein 1ab (Severe acute respiratory syndrome coronavirus), P0C6X7 | recombinant SARS-CoV 3CLpro, quenched FRET peptide cleavage | inhibition, % at 6 µM | 0.14% of 290,000 active; in the data active = inhibition above about 12%
Mtb BioA inh: M. tuberculosis BioA enzyme inhibitors, primary screen, biochemical, plate reader, single point, HTS; 0.096% of 360,000 active; inhibition, % at 9.99 µM; purified M. tuberculosis BioA enzyme; AID 602481, 2012; in the data active = inhibition above about 40%
GDH-TPI counter: GDH-TPI coupling enzyme inhibitors, primary screen, artefact control for M. tuberculosis FBA inhibitor project, biochemical, absorbance, full deck. 1.2% of 360,000 active. inhibition, % at 4.8 µM. AID 588335, 2011. GDH-TPI coupled enzyme counterscreen, NADH absorbance; in the data active = inhibition above about 30%;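 also: 0% = DMSO wells and 100% = wells lacking the enzyme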
Vc quorum ag: inducers of Vibrio cholerae quorum light production without autoinducers, primary screen, BH1578 luxS cqsA deficient, single point; V. cholerae BH1578 lux reporter, luminescence, 6 h; activation, % at 18.7 µM; 0.16% of 350,000 active; in the data active = activation mostly above about 9.7%, no sharp cut-off; also: not every result past the cut was called active; inactives centre near 0; reference of the scale not given here
MazEF act: activators of E. coli MazEF toxin-antitoxin RNase, primary screen, biochemical, fluorescence, uHTS. Endoribonuclease toxin MazF (Escherichia coli (strain K12)), P0AE70. FAM/BHQ RNA-DNA oligo cleavage fluorescence, 5 h. activation, % at 20 µM. 0.32% of 350,000 active; in the data active = activation above about 50%
Target sequence (P0AE70 whole entry, looked up): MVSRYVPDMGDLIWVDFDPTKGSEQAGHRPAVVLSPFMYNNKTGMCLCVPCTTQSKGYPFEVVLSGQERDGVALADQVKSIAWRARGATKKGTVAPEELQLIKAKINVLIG
Rv3671c inh: Rv3671c serine protease inhibitors, primary screen, biochemical, fluorescence polarization, M. tuberculosis H37Rv | 0.048% of 320,000 active | inhibition, % at 5.96 µM; in the data active = inhibition above about 38%;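 also: extracellular domain of Rv3671c used as enzyme; 0% = enzyme with DMSO and 100% = no enzyme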
* hit, by the source's call; i = inactive; · = no result given; & = joins results of further samples.

Value order – Mtb UGM inh	PriA SSB inh	DUSP3 inh	Mtb FBA inh	3CLpro inhibitor	Mtb BioA inh	GDH-TPI counter	Vc quorum ag	MazEF act	Rv3671c inh
(1) CC(=O)Nc1c(C)ccc(S(N)(=O)=O)c1C
    1.1	-6	18	-5	-7	·	1	i	-1	-17
(2) CN1CCc2c(sc(/N=C/c3c[nH]c4ccccc34)c2C(N)=O)C1
    2.0	·	-26	15	0	-3.9	11	i	-105	-3
(3) COC(=O)c1ccc2c(C(C)(C)O)c(C(C)(C)O)[nH]c2c1
    0.0	·	13	·	-3	·	·	·	·	1
(4) CSc1nc2ccccc2c(=O)n1-c1cccnc1
    -0.2	-4	23	0	1	·	7	i	5	6
(5) CC(=O)c1ccccc1NC(=O)COC(=O)CSCC(=O)Nc1cc(C)on1
    1.2	-6	·	1	·	0.4	-2	-1.0	7	2
(6) OCCC1CN(Cc2nc3ccccc3s2)CCN1C1CCCCC1 (configuration not stated)
    -2.5	1	21	-2	-4	·	11	-0.5	0	-8
(7) CC1CC(C)CN(C(=O)c2ccc(CNc3c(N4CCCC4)c(=O)c3=O)cc2)C1 (configuration not stated)
    -0.7	-7	25	-2	-1	·	5	-2.2	-1	5
(8) COc1ncnc2c1oc1nc(C(C)C)c3c(c12)CC(C)(C)OC3
    -1.0	3	16	2	-3	0.2	-8	0.3	5	0
(9) CS(=O)(=O)Nc1nnc(Cc2ccccc2)s1
    3.1	-15	-13	0	0	-0.6	6	6.2	3	-3
(10) CN(Cc1ccccc1)S(=O)(=O)c1ccccc1[N+](=O)[O-]
    -1.2	11	7	-5	-2	·	-6	-0.4	4	2
(11) O=C(N/C(C(=O)N1CCOCC1)=C(\Sc1ncccn1)c1ccccc1)c1ccccc1
    1.4	-5	-5	0	-2	·	3	-0.4	8	2
(12) C=CCNC(=O)C(=O)Nc1ccc2c(c1)N(S(=O)(=O)c1cccs1)CCC2
    0.1	-2	·	-1	·	0.1	-2	i	-1	-3
(13) COc1ccc(/C(C)=C(\C#N)C(=O)OC(C)C)cc1OC
    0.7	-19	4	1	-2	15	0	-2.1	2	-1
(14) COc1ccc(NC(=O)CCCC(=O)c2ccccc2)cc1
    3.0	9	-9	-3	0	-2.5	-4	i	-11	13
(15) CC(C)N(Cc1nccn1C)C(=O)C1CCC(=O)N(CCc2ccccc2)C1 (configuration not stated)
    ·	·	·	0	·	-1.1	11	0.3	4	·
(16) O=C1[C@H]2[C@@H](C3CC3)N3C(=O)CN(CC4CC4)C(=O)[C@@]3(Cc3ccccc3)[C@H]2C(=O)N1c1ccccc1
    2.3	-5	·	6	·	-5.1	0	i	6	0
(17) Cc1c(O)nc(SCC(=O)Nc2ccc3c4c(cccc24)CC3)n(-c2ccc(F)cc2)c1=O
    3.7	4	8	1	1	·	-1	-0.2	-10	-10
(18) COc1cc(/C=C/C2=CC(C)(C)NC(=S)N2)cc(OC)c1OC
    -0.4	3	21	-5	-3	·	-5	-0.3	0	6
(19) O=C1N/C(=N\N=C\c2ccc3ncccc3c2)SC1Cc1ccc(SC(F)F)cc1 (configuration not stated)
    -3.2	·	6	-3	-2	-1.3	7	-3.6	-5	-5
(20) O=C(OCn1nnc2ccccc2c1=O)c1ccc(F)c(S(=O)(=O)N2CCOCC2)c1
    ·	·	·	-4	·	-1.1	8	-5.6	-2	·
(21) O=C(Cn1cnc2c(nnn2Cc2ccccc2)c1=O)NCc1ccco1
    -5.8	-14	-2	1	2	0.6	-2	-1.5	2	8
(22) COc1cc(/C=C2\SC(=S)N(NS(=O)(=O)c3ccc(C)cc3)C2=O)ccc1O
    -11	6	4	-21	2	·	28	0.8	-187	-48
(23) CN(C)c1ccc(NC(=O)CN2CCc3ccccc3C2)cc1
    -0.3	30	48	4	-1	-1.1	1	-0.3	14	-3
(24) NC(=O)C1CCCN(CC(O)COCc2ccc(Cl)cc2)C1 (configuration not stated)
    0.2	8	34	0	-7	-1.4	7	i	3	-9
(25) O=C1OCC(CO)(CO)N=C1NNc1cc(Cl)ccc1Cl
    -1.1	-14	-10	0	1	10	8	0.2	6	-3
(26) CCn1c(SCC(=O)Nc2ccc(OC)c(OC)c2)nnc1-c1ccco1
    -2.6	-4	29	-7	-6	·	-18	-0.4	-2	6
(27) O=C(NCCc1ccccc1)C(=O)NCCC1CCCCN1S(=O)(=O)c1cccs1 (configuration not stated)
    3.6	-3	·	0	·	1.3	3	i	-5	9
(28) Cc1cccc(Nc2nc(NC(C)C)nc(Oc3ccc(=O)n(C)n3)n2)c1
    3.2	0	19	0	-5	-1.5	-1	i	-2	-10
(29) S=C(Nc1ccccc1)Nc1nccs1
    -0.6	-3	1	0	-1	1.5	20	-0.6	14	-2
(30) O=C(CCN1C(=O)/C(=C/c2ccccc2)SC1=S)NC1CCS(=O)(=O)C1 (configuration not stated)
    0.7	-3	10	-1	-1	-0.2	9	-0.3	-1	-4
(31) CCOc1ccc(N(CC(=O)NCCc2ccc(C)cc2)S(=O)(=O)c2c(C)noc2C)cc1
    -0.2	4	17	2	-4	-1.1	4	i	5	-23
(32) CCOc1ccc(S(=O)(=O)N(CC(=O)NCc2cccnc2)c2ccc(F)cc2)cc1
    -1.3	13	20	-1	1	-1.4	6	-0.6	0	-4
(33) COc1ccc(NC(=O)CN2CCC(C(N)=O)(N3CCCCC3)CC2)cc1
    3.6	-7	20	-1	4	-1.9	3	-0.2	-3	0
(34) CC(=O)c1cc(-c2ccc(F)cc2)n(CCC(=O)Nc2cccnc2)c1C
    1.6	3	-1	-2	0	·	-3	i	3	-1
(35) O=C(CCC(=O)N(Cc1ccco1)C(C(=O)NC1CCCC1)c1ccncc1)Nc1cccnc1 (configuration not stated)
    2.9	-12	42	-2	-2	-1.4	0	-0.4	-2	-7
(36) O=C1CCCN1CCCNc1nc2c(S(=O)(=O)c3ccccc3)nnn2c2ccc(Cl)cc12
    -1.6	-5&-23	4	41*	0	0.8	-1	-7.1	6	-7
(37) O=C(O)C1C2CCC(C2)C1C(=O)NCc1ccco1 (configuration not stated)
    2.3	-6	1	4	2	0.9	-3	i	-9	2
(38) O=C(COc1ccccc1Br)Nc1ccc2c(c1)OCCCO2
    -1.1	-15	26	0	1	·	-2	-0.2	9	0
(39) CCc1nnc(NC(=O)CSc2nnc(Cc3ccccc3)o2)s1
    0.5	-6	24	5	0	-2.2	-9	1.0	-6	2
(40) CCc1nnc(NC(=O)CCC(=O)O)s1
    3.9	-1	5	-2	1	1.0	-14	·	5	0
(41) COc1cc(C(=O)NCC2(N(C)C)CCCCC2)ccc1OCc1ccccc1
    0.6	-3	21	2	5	0.5	-1	-0.2	4	8
(42) CNc1c([N+](=O)[O-])cnn1-c1ccccn1
    -0.4	-8	26	1	1	·	9	-0.2	7	-4
(43) N#C/C(=C(\O)c1cc(Cl)sc1Cl)c1nc2ccccc2[nH]1
    -0.5	-5	14	0	4	-1.1	39*	0.9	8	-17
(44) CCn1nccc1C(=O)Nc1ccc(Cl)cn1
    1.6	-4	35	7	-3	0.9	-3	-0.9	6	1
(45) COc1ccc([N+](=O)[O-])cc1N(CC(=O)NC1CCCC1)S(C)(=O)=O
    -0.6	-4	11	3	-1	·	4	-0.5	-13	6
(46) Nc1ccc(Cc2ccc(N)c(O)c2)cc1O
    ·	-9	36	-2	0	·	8	-0.5	20	·
(47) Cc1nc(NC(=O)c2ccccc2)sc1-c1csc(NCc2ccco2)n1
    ·	17	-1	-2	-4	-0.2	9	i	0	-7
(48) O=c1[nH]c(SCc2ccc(F)cc2)nc2c1cnn2-c1ccc(F)cc1
    -2.2	-11	3	1	-6	-0.8	0	-0.3	-1	-2
(49) C/C(=N\OC(=O)Nc1ccc(Cl)cc1)c1ccc(F)c(F)c1
    0.9	·	-14	0	5	1.7	-4	-10	15	-1
(50) COc1ccccc1-c1cnc(C(O)c2ccc(F)c(F)c2)[nH]1 (configuration not stated)
    ·	·	·	-4	·	-0.8	8	0.9	·	·
(51) O=c1ccnc(SCn2nnc3ccccc3c2=O)[nH]1
    0.0	-9	23	-2	7	·	-6	i	-1	-2
(52) COc1ccc(CC(=O)Oc2ccccc2Cl)cc1S(=O)(=O)N1CCOCC1
    2.2	-6	·	1	·	-0.3	3	-0.9	-12	26
(53) CCC1(CCc2ccncc2)C(=O)NC(=O)NC1=O
    -1.9	-8	19	8	8	-0.5	-1	1.1	-1	3
(54) CCOC(=O)C1CCN(Cc2nc3ccccc3c(=O)n2-c2ccc(F)cc2)CC1
    -0.4	-6	8	1	0	·	7	-0.2	3	-8
(55) O=C(NCc1ccco1)C1CCCN1C(=O)Nc1ccccc1Cl (configuration not stated)
    1.2	-20	19	5	4	·	4	0.3	2	0
(56) COc1ccc(CCNC(=O)c2cc3c(cc2Cl)N2CCCCCC2=NS3(=O)=O)cc1
    0.9	-7	·	-2	·	2.4	-5	i	5	3
(57) CCOc1ccc(C2c3[nH]c4ccccc4c3CCN2Cc2cccn2-c2ncccn2)cc1 (configuration not stated)
    0.3	17	-5	4	0	0.1	13	i	3	-4
(58) O=C(O)c1ccc(Cl)c(S(=O)(=O)Nc2ccccc2Cc2ccccc2)c1
    -0.3	-6	-5	-2	5	3.5	-5	-0.3	5	-9
(59) CCc1ccccc1NC(=O)CN1CCN(C(=O)CNC(=O)c2ccccc2F)CC1
    2.0	-9	·	1	·	-0.9	4	-1.0	6	-10
(60) CN(C)NC(=S)NC(=O)C12CC3CC(CC(C3)C1)C2
    -2.7	-12	-11	-2	6	0.3	2	0.8	6	-7

Four entries already listed, ordered by number of heavy atoms, lowest first.
Value order – Mtb UGM inh	PriA SSB inh	DUSP3 inh	Mtb FBA inh	3CLpro inhibitor	Mtb BioA inh	GDH-TPI counter	Vc quorum ag	MazEF act	Rv3671c inh
(46) Nc1ccc(Cc2ccc(N)c(O)c2)cc1O
    ·	-9	36	-2	0	·	8	-0.5	20	·
(49) C/C(=N\OC(=O)Nc1ccc(Cl)cc1)c1ccc(F)c(F)c1
    0.9	·	-14	0	5	1.7	-4	-10	15	-1
(18) COc1cc(/C=C/C2=CC(C)(C)NC(=S)N2)cc(OC)c1OC
    -0.4	3	21	-5	-3	·	-5	-0.3	0	6
(33) COc1ccc(NC(=O)CN2CCC(C(N)=O)(N3CCCCC3)CC2)cc1
    3.6	-7	20	-1	4	-1.9	3	-0.2	-3	0

Back to the main list, repeating the two entries before the break.
Value order – Mtb UGM inh	PriA SSB inh	DUSP3 inh	Mtb FBA inh	3CLpro inhibitor	Mtb BioA inh	GDH-TPI counter	Vc quorum ag	MazEF act	Rv3671c inh
(59) CCc1ccccc1NC(=O)CN1CCN(C(=O)CNC(=O)c2ccccc2F)CC1
    2.0	-9	·	1	·	-0.9	4	-1.0	6	-10
(60) CN(C)NC(=S)NC(=O)C12CC3CC(CC(C3)C1)C2
    -2.7	-12	-11	-2	6	0.3	2	0.8	6	-7
(61) CC(C)N(C(=S)Nc1cccc(C(F)(F)F)c1)C(C)c1ccccn1 (configuration not stated)
    4.7	1	13	0	5	·	4	i	1	-7
(62) CCOC(=O)C1=C(C)NC(=O)NC1c1cc(C)sc1C (configuration not stated)
    -0.8	-18	10	0	2	-1.7	-3	-0.7	2	-3
(63) CC1CCCCN1CCCNC(=O)c1ccc2nc(N3CCCCC3)sc2c1 (configuration not stated)
    0.5	-2	21	1	-7	1.8	11	·	7	-3
(64) CCn1cc(CN2CCN(C)C(CCO)C2)c2ccccc21 (configuration not stated)
    -0.5	-5	28	0	-4	0.0	0	-0.4	8	-7
(65) COc1ccc2[nH]c(=O)c(CN(Cc3cccs3)C(=S)Nc3cccc(C)c3)cc2c1
    0.2	-13	-24	3	0	·	9	i	-3	-27

Source: PubChem (several laboratories)

This is a subset (hit frequency here may not be typical).
